# Bioassay records (PubChem BioAssay)
# LYP inh 2 – inhibitors of human LYP (PTPN22) phosphatase | Q9Y2R2 | recombinant LYP catalytic domain, DiFMUP fluorescence | inhibition, % at 2 µM | 96,000 compounds, 0.21% hits | AID 640;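 active means inhibition at 2 µM at or above a set limit, the screen mean plus 3 SD, cut at about 24% in these data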;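 further: 0% = DMSO with enzyme and 100% = enzyme fully blocked by orthovanadate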
# Target sequence (Q9Y2R2 whole entry, looked up, the tested form may be a part): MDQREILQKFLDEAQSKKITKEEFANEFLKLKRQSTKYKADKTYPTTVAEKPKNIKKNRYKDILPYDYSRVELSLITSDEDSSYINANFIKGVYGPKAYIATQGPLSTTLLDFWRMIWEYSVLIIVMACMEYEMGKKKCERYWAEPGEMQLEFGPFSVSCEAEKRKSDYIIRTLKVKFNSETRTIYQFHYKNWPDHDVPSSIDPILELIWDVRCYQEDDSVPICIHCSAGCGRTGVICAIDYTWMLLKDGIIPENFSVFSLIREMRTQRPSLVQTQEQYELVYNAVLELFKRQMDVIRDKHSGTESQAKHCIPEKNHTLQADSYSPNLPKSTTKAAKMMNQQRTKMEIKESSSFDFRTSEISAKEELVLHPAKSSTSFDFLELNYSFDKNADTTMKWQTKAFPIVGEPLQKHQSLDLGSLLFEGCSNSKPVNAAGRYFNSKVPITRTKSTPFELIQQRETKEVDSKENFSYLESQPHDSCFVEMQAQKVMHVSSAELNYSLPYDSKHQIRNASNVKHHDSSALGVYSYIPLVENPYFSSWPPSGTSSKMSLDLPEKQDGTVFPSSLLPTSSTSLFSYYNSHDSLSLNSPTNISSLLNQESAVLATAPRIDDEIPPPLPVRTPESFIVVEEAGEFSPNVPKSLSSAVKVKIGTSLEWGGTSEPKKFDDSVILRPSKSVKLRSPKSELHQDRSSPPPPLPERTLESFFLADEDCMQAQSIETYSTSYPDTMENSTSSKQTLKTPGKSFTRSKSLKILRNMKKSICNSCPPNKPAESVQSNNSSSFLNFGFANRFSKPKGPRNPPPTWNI
# S1P2 antag – blocks the human S1P2 receptor; cell-based S1P2 antagonist assay, inhibition at 5 uM; inhibition, % at 5 µM; 97,000 compounds, 0.21% hits; AID 736; in the data active means inhibition above about 45%;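 further: CRE beta-lactamase reporter cells expressing human S1P2 stimulated with S1P; 0% = agonist at EC80 alone and 100% = agonist plus reference antagonist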
# EphB4 antag – EphB4-ephrin-B2 interaction antagonism | EphB4 LBD / TNYL-RAW-Alexa532 peptide, fluorescence polarization | inhibition, % at 7 µM | 97,000 compounds, 0.15% hits | P54760;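 active means inhibition above the screen-wide mean inhibition plus 3 SD, cut at about 15% in these data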;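 further: 0% = DMSO wells and 100% = excess unlabeled TNYL-RAW peptide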
# FAK inh – FAK (human) kinase inhibition | Q05397 | 97,000 compounds, 0.84% hits | inhibition, %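 (tested at 7 µM)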 | biochemical FAK kinase activity assay; in the data active means inhibition above about 19%;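 further: 0% = DMSO and 100% = reference compound high control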
# S1P2 agonist – S1P2 (human) receptor agonism; activation, % at 4.5 µM; 97,000 compounds, 0.46% hits; O95136; S1P2-expressing cell line, agonist reporter read-out; AID 729; in the data active means activation above about 16%;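 further: 0% = vehicle low control and 100% = maximal reference agonist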
# PostGolgi yeast – growth inhibition of a yeast mutant, post-Golgi transport screen; post-Golgi transport phenotypic cell assay; inhibition, % at 10 µM; 98,000 compounds, 0.9% hits; AID 739;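 further: yeast cells grown in 1536-well plates; yeast grown about 18 h at 30C before absorbance read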
# PostGolgi ctrl – inhibits growth of the yeast control strain; inhibition, % at 10 µM; AID 738; efflux-deficient yeast background strain, growth absorbance A615, 16 h; 98,000 compounds, 5% hits
# LYP act – LYP (human) phosphatase activation; activation, % at 2 µM; 96,000 compounds, 0.11% hits; recombinant LYP, DiFMUP fluorescence; 0 = plate median, 100 = signal doubled; Q9Y2R2;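 active means activation at 2 µM above a set limit, the mean plus 5 SD, cut at about 37% in these data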
# Rev-RRE block – HIV Rev-RRE protein-RNA interaction inhibition; Rev peptide-RRE RNA binding, FRET; inhibition, % at 8 µM; 97,000 compounds, 0.79% hits;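 active means inhibition above the screen-wide mean plus 3 SD, cut at about 35% in these data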;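 further: 0% = median DMSO wells and 100% = median Neomycin B control wells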
# Target sequence (P05866 whole entry, looked up): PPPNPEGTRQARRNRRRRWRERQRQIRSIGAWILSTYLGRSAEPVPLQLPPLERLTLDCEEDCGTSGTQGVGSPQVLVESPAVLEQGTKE
#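 Material: labelled RRE RNA duplex and labelled Rev peptide / Buffer or medium: HEPES pH 7.5 salt buffer with EDTA / Compound dosing: single point, 8 µM final nominal compound concentration / Benchmarks: DMSO low control, neomycin B high control / Timing: 5 min preincubation and 15 min binding, 25 °C / Technique: FRET fluorescence readout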
# * marks the source's active call; other numbers are inactive results; nt = no result given. Unless noted, no stated cut-off is given here; in the data, active means inhibition above about 30%; inactive means the rest.
# The opening 2 records, ahead of the listing:
# Keys: A = LYP inh 2; B = S1P2 antag; C = EphB4 antag; D = FAK inh; E = S1P2 agonist; F = PostGolgi yeast; G = PostGolgi ctrl; H = LYP act; I = Rev-RRE block
1) N#CC1=C(SCc2ccccc2)NC(=O)CC1c1ccccc1 (stereo not drawn)
  A: -21; B: 8; C: 0; D: 1; E: -7; F: nt; G: nt; H: 22; I: 1

2) COc1ccccc1N1C(=O)CC(N2CCc3ccccc32)C1=O (stereo not drawn)
  A: 12; B: 4; C: -4; D: 7; E: -4; F: 0; G: -1; H: -9; I: 5

# The whole of this part, previewed entries included:
# Keys: A = LYP inh 2; B = S1P2 antag; C = EphB4 antag; D = FAK inh; E = S1P2 agonist; F = PostGolgi yeast; G = PostGolgi ctrl; H = LYP act; I = Rev-RRE block
1) N#CC1=C(SCc2ccccc2)NC(=O)CC1c1ccccc1 (stereo not drawn)
  A: -21; B: 8; C: 0; D: 1; E: -7; F: nt; G: nt; H: 22; I: 1

2) COc1ccccc1N1C(=O)CC(N2CCc3ccccc32)C1=O (stereo not drawn)
  A: 12; B: 4; C: -4; D: 7; E: -4; F: 0; G: -1; H: -9; I: 5

3) CCOc1cc(/C=N/NC(=O)COc2ccc(Cl)cc2)ccc1OS(=O)(=O)c1ccccc1
  A: 1; B: 9; C: 7; D: 3; E: -6; F: 0; G: 17; H: 2; I: 10

4) Cc1cc(C)nc(NS(=O)(=O)c2ccc(Br)s2)c1
  A: 3; B: -7; C: -1; D: 0; E: 0; F: 12; G: 7; H: -3; I: 3

5) COc1cccc(C(=O)CSc2nnnn2C)c1
  A: -1; B: 0; C: 0; D: 1; E: -4; F: -3; G: 3; H: -2; I: 4

6) O=C(NCC1CCCO1)c1ccc2c(=O)n(CCc3ccccc3)c(=O)[nH]c2c1 (stereo not drawn)
  A: 0; B: 17; C: 7; D: 1; E: -8; F: -9; G: 4; H: -3; I: 8

7) COc1ccc(CC(=O)Nc2c3c(nn2-c2cccc(C)c2C)CS(=O)C3)cc1OC (stereo not drawn)
  A: 0; B: 8; C: 3; D: -2; E: -1; F: -8; G: -2; H: -1; I: 3

8) CCOC(=O)C1CCN(Cc2ccccc2C)CC1
  A: -4; B: 5; C: -9; D: -2; E: -1; F: 28; G: 3; H: 4; I: 4

9) Cc1ccc(OCC(=O)NC2=NCCS2)cc1
  A: 3; B: -2; C: 1; D: 5; E: -10; F: -49; G: 2; H: 0; I: 1

10) Cc1c(C(C)(C)C)c(C=S)n2ccccc12
  A: 6; B: 5; C: 2; D: 2; E: -2; F: 0; G: 0; H: -3; I: 5

11) COc1ccc(CC(=O)NCc2cccs2)cc1OC
  A: 3; B: -1; C: 0; D: 0; E: -2; F: -3; G: 9; H: -1; I: 8

12) Cc1cc(C(=O)OCC(=O)Nc2ccc(F)cc2)c(C)o1
  A: 1; B: -25; C: 1; D: 0; E: -2; F: 2; G: 14; H: 3; I: -3

13) O=C(c1cc(C2CC2)on1)N1CCN(c2ccccc2)CC1
  A: 5; B: 17; C: -5; D: -1; E: -3; F: 7; G: -6; H: -5; I: -4

14) Cn1cnnc1-c1cccc(NS(=O)(=O)c2ccc(N3CCCC3=O)cc2)c1
  A: 8; B: 3; C: 7; D: -2; E: 0; F: nt; G: nt; H: -8; I: 5

15) CC(C)(C)c1cc(CN2CCCCC2)cc(C(C)(C)C)c1O
  A: 6; B: -6; C: 5; D: 0; E: -4; F: -2; G: 1; H: -5; I: -2

16) O=S(=O)(c1cccc(-c2nnc(-c3ccc(Br)cc3)o2)c1)N1CCCCCC1
  A: 6; B: 21; C: 2; D: 4; E: -3; F: 4; G: 6; H: -8; I: 10

17) O=C(CSc1nnc(-c2ccncc2)n1Cc1ccccc1)Nc1nccs1
  A: 2; B: -29; C: -8; D: 2; E: 5; F: -8; G: 0; H: 2; I: 1

18) COC(=O)Nc1ccc(S(=O)(=O)Nc2ccc(O)cc2)cc1
  A: -8; B: -9; C: 3; D: 1; E: 2; F: 1; G: 5; H: 5; I: 3

19) O=C(O)C1C2C=CC3(CN(c4cccc(C(F)(F)F)c4)C(=O)C13)O2 (stereo not drawn)
  A: 7; B: 14; C: -4; D: 0; E: -3; F: 2; G: 8; H: -6; I: 5

20) Cc1[nH]nc2ncc(C(=O)c3cc(F)ccc3O)cc12
  A: 0; B: -1; C: 2; D: 11; E: -8; F: -6; G: 6; H: 3; I: 2

21) COCC(C)N=CC1=C(O)CC(C)(C)CC1=O (stereo not drawn)
  A: -14; B: 21; C: -5; D: -5; E: -9; F: -4; G: 7; H: 12; I: 2

22) O=c1c(F)cn(C2CCCO2)c(=O)n1Cc1c(Cl)cccc1Cl (stereo not drawn)
  A: 1; B: -14; C: 1; D: 0; E: -1; F: -3; G: 19; H: 2; I: -1

23) CCc1ccccc1NC(=O)N[C@@H](C)C(=O)OC
  A: -3; B: -16; C: -2; D: -10; E: -4; F: -17; G: 1; H: 4; I: 3

24) CC(=O)CSc1nnc(-c2ccc3c(c2)OCO3)o1
  A: 2; B: 3; C: 2; D: 0; E: -2; F: nt; G: nt; H: -4; I: 5

25) Cc1nn(CC(=O)NNC(=S)Nc2ccccc2)c(C)c1[N+](=O)[O-]
  A: 8; B: -3; C: 3; D: 1; E: -3; F: -5; G: 3; H: -5; I: 3

# Results in LYP inh 2, S1P2 antag and S1P2 agonist (5 entries from above):
nr | structure | LYP inh 2 | S1P2 antag | S1P2 agonist
15 | CC(C)(C)c1cc(CN2CCCCC2)cc(C(C)(C)C)c1O | 6 | -6 | -4
16 | O=S(=O)(c1cccc(-c2nnc(-c3ccc(Br)cc3)o2)c1)N1CCCCCC1 | 6 | 21 | -3
17 | O=C(CSc1nnc(-c2ccncc2)n1Cc1ccccc1)Nc1nccs1 | 2 | -29 | 5
18 | COC(=O)Nc1ccc(S(=O)(=O)Nc2ccc(O)cc2)cc1 | -8 | -9 | 2
19 | O=C(O)C1C2C=CC3(CN(c4cccc(C(F)(F)F)c4)C(=O)C13)O2 (stereo not drawn) | 7 | 14 | -3

# (next part)
# Below each SMILES – LYP inh 2 | S1P2 antag | EphB4 antag | FAK inh | S1P2 agonist | PostGolgi yeast | PostGolgi ctrl | LYP act | Rev-RRE block
26. CC(NC(=O)C1CCN(c2nnc(-n3cccc3)s2)CC1)C12CC3CC(CC(C3)C1)C2 (stereo not drawn)
  1 | 14 | -3 | -1 | -7 | -5 | 18 | -3 | -5
27. CCOc1cc(CNCCO)cc(Br)c1OCc1ccc(Cl)cc1
  -8 | 0 | -7 | 1 | -4 | 1 | 27 | 6 | -1
28. Cc1ccc(NC(=O)CN(C)S(=O)(=O)c2cccc3nsnc23)cc1Cl
  -8 | 19 | -1 | 3 | -6 | -1 | 17 | 9 | 15
29. COc1ccc(-c2cc(-c3ccccc3)c(C#N)c(S(C)=O)n2)cc1 (stereo not drawn)
  5 | 7 | 3 | 0 | 10 | -2 | 18 | -6 | 11
30. CCn1cc(C(=O)Nc2cccc(NC(C)=O)c2)c2cc(OC)c(OC)cc2c1=O
  -6 | 0 | 1 | 4 | 3 | -5 | 18 | 4 | 4
31. Cc1ncc([N+](=O)[O-])n1CCOC(=O)c1ccc(Cl)cc1Cl
  -4 | 6 | -2 | 14 | -7 | -4 | 6 | 7 | 5
32. O=C(C#Cc1cccc([N+](=O)[O-])c1)c1ccccc1
  10 | 75* | 4 | 0 | -10 | 91* | 64* | -10 | 6
33. CC1(C)NC(=O)N(CC(O)COc2ccc(N3C(=O)c4ccccc4C3=O)cc2)C1=O (stereo not drawn)
  -3 | 9 | 0 | 1 | -3 | 5 | 10 | 0 | 5
34. C=CCn1c(SCC(=O)NCc2ccco2)nc2sc3c(c2c1=O)CCCC3
  -7 | 7 | -2 | 0 | -5 | 12 | -4 | 6 | 4
35. COc1ccc(C(=O)/C=C/c2ccccc2OC)c(OC(=O)c2ccc([N+](=O)[O-])cc2)c1
  12 | 12 | 4 | 8 | -2 | nt | nt | -14 | 7
36. CCn1nc(C(=O)N[C@@H](CCSC)c2nc3ccccc3[nH]2)c2ccccc2c1=O
  -4 | -36 | 5 | 0 | 6 | -3 | 6 | 4 | 3
37. COCCNC(=O)CC(c1ccccc1)c1ccccc1
  4 | -2 | 8 | -1 | -5 | -7 | 1 | -3 | -5
38. Nc1nnc(CCCCc2cccs2)o1
  -14 | 10 | 2 | 1 | -4 | 1 | 0 | 10 | 12
39. Cc1ccc(-n2nc(C)c3cc(C(=O)O)sc32)cc1
  -1 | 21 | 5 | 1 | -2 | 5 | 2 | 0 | 7
40. Cc1ccc2[nH]c3c(=O)n(Cc4ccncc4)cnc3c2c1
  6 | -1 | 8 | 0 | -1 | -14 | -5 | -5 | 5
41. CC(C)OP(=O)(OC(C)C)C1(O)C(=O)Nc2ccccc21 (stereo not drawn)
  -2 | 5 | 8 | 0 | -5 | -3 | -1 | 5 | 9
42. CC(C)(C)c1ccc(OCC(=O)N2CCN(C=O)CC2)cc1
  -18 | 2 | -1 | -7 | -4 | -13 | 18 | 13 | -1
43. COc1ccc(-c2[nH]ncc2-c2cnc(C)s2)c(O)c1
  -1 | -1 | -11 | 0 | -7 | -4 | -1 | -2 | 0
44. Cc1cc(C2(c3ccc(O)c(C)c3)C(=O)Nc3ccccc32)ccc1O
  -1 | -1 | -10 | 3 | 1 | 5 | 15 | 6 | 6
45. COC(=O)[C@@H](NC(=O)NCc1ccccc1Cl)C(C)C
  -4 | 1 | 2 | -6 | -5 | -4 | 5 | 8 | -1
46. CCC(Sc1nc(C)cc(=O)[nH]1)C(=O)Nc1sc2c(c1C#N)CCCC2 (stereo not drawn)
  -3 | -8 | -5 | -2 | -4 | -6 | 11 | 1 | 9
47. COn1c(=O)c(-c2ccc(Cl)cc2)[n+]([O-])c2ccccc21
  8 | 6 | 1 | 0 | -4 | -3 | 7 | -5 | 7
48. Cn1c(CN2CCOCC2)nnc1SCC(=O)NCCc1ccccc1
  -8 | 11 | 6 | 1 | -5 | 2 | 4 | 4 | 7
49. CCN(CC(=O)NCc1ccc(F)cc1)CC(O)COCc1cccc(OC)c1 (stereo not drawn)
  -4 | 7 | -2 | -2 | 0 | 3 | -2 | 2 | 3
50. Cc1cc[n+]2c3c(cccc13)CCC2
  7 | -15 | -2 | 9 | -3 | -6 | 1 | -5 | 2
51. Cc1ccc(-c2nc(C)sc2CC(=O)O)cc1
  6 | 11 | 3 | 0 | -2 | -4 | 7 | -3 | 8
52. O=C(CN(Cc1cccs1)C(=O)CSc1nnc(COc2ccccc2)o1)NC1CCCCC1
  -11 | -3 | -3 | 0 | -3 | nt | nt | 12 | 4
53. COCCNC(=O)c1ccc2c(=O)n(Cc3ccco3)c(SCC(=O)NC3CCCCC3)nc2c1
  1 | 8 | 2 | 33* | -5 | 8 | -2 | 2 | 4

# Ordered by the number under EphB4 antag (rising): some entries from above
No.	canonical_smiles	LYP inh 2	S1P2 antag	EphB4 antag	FAK inh	S1P2 agonist	PostGolgi ctrl	LYP act	Rev-RRE block
43	COc1ccc(-c2[nH]ncc2-c2cnc(C)s2)c(O)c1	-1	-1	-11	0	-7	-1	-2	0
11	COc1ccc(CC(=O)NCc2cccs2)cc1OC	3	-1	0	0	-2	9	-1	8
38	Nc1nnc(CCCCc2cccs2)o1	-14	10	2	1	-4	0	10	12
